High-throughput results: PubChem BioAssay, National Center for Advancing Translational Sciences (NCATS)
USP2a inh: USP2a (human) protease inhibition; USP2 core, Ub-CHOP2 coupled fluorogenic reporter, 485/531; Potency, µM (highest dose often 38.3 µM), for the others: at the top dose activity change, negative = inhibition, hits mostly inhibitors; 330,000 compounds, 0.01% hits; AID 463254;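 note: potency is the fitted concentration of half-maximal effect; plate controls were DMSO wells for no effect and full inhibition by NEM control for full effect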
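Deubiquitinase activity read as fluorescence (485/531 nm) after Ub-CHOP2 cleavage activates the enterokinase reporter on its substrate; USP2 core 10nM, Ub-CHOP2 and substrate 25nM each, 30min compound preincubation then 60min RT; data normalized to NEM, curves fitted.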
AT treatment: candidate therapy for ataxia-telangiectasia | Potency, µM (highest dose often 57.5 µM), for inactives: at the highest dose activation, most hits filed as activators | 320,000 compounds, 0.19% hits | […] A-T fibroblasts, KAP-1 phosphorylation AlphaLISA; neocarzinostatin DNA damage 30 min before lysis | AID 485349; note: potency is the fitted concentration of half-maximal effect; % of control where 0% means no effect; nearly all actives have a fitted effect of over 45% in size
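hTERT-immortalized A-T patient fibroblasts ([…]), 500 cells/well in OPTI-MEM, 1% FBS, got compounds for 60 min, then NCS for 30 min at 37C. Lysates were then assayed for phospho-KAP-1 by AlphaLISA (anti-pKAP1 donor, anti-KAP1 acceptor beads), 6 hr at 25C.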
hERG WT inh: KCNH2 (human, wildtype) channel inhibition. U2OS, BacMam KCNH2, thallium flux FluxOr; active compounds read low. Q12809. 340,000 compounds, 0.37% hits. activity change, % at 1.84 µM;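 active = maximum activity change below -70%; inconclusive = maximum activity change between -70% and -50%; inactive = maximum activity change above -50%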; note: % is set by controls: 0 for no effect and ±100 for the full control effect
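U2OS cells were transduced with wild-type KCNH2 virus (2.03 x 10^8 / mL) for 4 h at room temperature, then cultured overnight at 37 C. Thallium flux was read with FluxOr dye. Rate constants were normalized to DMSO controls.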
Mito fusion act: blocks mitochondrial division or promotes mitochondrial fusion; S. cerevisiae fusion-defective mutant growth rescue, CellTiterGlo 48 h; Potency, µM (titrated, usually from 46.1 µM), without a hit: at the highest dose growth rescue (activation), actives largely listed as activators; 320,000 compounds, 0.23% hits;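 note: potency is the fitted concentration of half-maximal effect; % of control where 0% means no effect; nearly all actives have a fitted effect of over 45% in size; temperature-sensitive fusion mutants such as fzo1-1 at 37 °C on non-fermentable ethanol glycerol medium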
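Read-out: ATP-based luminescence (CellTiterGlo, 10 min ambient) reporting growth of fusion-defective ts yeast after 48 hours at 37C on glycerol/ethanol YPEG medium in the presence of compound.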
TRPV1 ag: agonists of human vanilloid receptor 1 (TRPV1) | TRPV1-expressing cells, Fluo-8 calcium influx, agonist mode | 320,000 compounds, 0.19% hits | activation, % at 8.33 µM; in the data active = activation above about 80%; inconclusive = between about 30% and that limit; note: 0% is about no effect
Target sequence (Q8NER1 whole entry, looked up): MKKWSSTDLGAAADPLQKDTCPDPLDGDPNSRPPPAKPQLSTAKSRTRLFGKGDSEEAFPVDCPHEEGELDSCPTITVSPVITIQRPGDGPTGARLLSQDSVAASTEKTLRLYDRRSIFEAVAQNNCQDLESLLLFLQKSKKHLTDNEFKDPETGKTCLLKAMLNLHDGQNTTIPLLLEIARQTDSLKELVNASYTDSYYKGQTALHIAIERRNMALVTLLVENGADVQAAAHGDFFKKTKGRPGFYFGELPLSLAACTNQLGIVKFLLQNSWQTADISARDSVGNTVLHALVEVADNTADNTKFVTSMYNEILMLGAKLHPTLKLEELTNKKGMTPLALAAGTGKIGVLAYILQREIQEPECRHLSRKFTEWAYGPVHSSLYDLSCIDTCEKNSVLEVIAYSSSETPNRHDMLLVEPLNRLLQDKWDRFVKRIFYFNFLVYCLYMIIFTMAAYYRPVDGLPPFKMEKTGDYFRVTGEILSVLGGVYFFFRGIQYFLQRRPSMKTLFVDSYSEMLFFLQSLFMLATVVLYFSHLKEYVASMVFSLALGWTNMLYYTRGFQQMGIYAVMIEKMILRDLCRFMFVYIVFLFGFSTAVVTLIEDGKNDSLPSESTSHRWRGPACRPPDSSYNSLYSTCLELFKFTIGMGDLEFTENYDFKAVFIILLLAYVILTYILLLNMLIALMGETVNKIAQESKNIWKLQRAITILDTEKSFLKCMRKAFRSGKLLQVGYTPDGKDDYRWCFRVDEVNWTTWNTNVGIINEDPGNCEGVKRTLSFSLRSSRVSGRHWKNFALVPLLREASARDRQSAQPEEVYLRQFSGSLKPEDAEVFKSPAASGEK
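Cells expressing TRPV1 were dye-loaded with Fluo-8 and read kinetically: 10 s baseline, 3 min after compound (agonist portion), then 2 min after EC20 capsaicin (allosteric enhancer portion). Calcium-bound dye fluorescence at 480/520 nm.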
ELG1 repair inh: ELG1-dependent DNA repair inhibition; AID 504467; Potency, µM (top dose mostly 46.1 µM), inactives show top-dose activity change, negative = inhibition, usual class: inhibitors; HEK293T ELG1-luciferase reporter, luminescence, 16 h; DNA damage induced by 5-fluorouridine; 330,000 compounds, 2.3% hits; note: potency is the fitted concentration of half-maximal effect; % is set by controls: 0 for no effect and ±100 for the full control effect; nearly all actives have a fitted effect of over 55% in size
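Cells (2,000 per well) received 5-fluorouridine plus test compound or DMSO and were incubated 16 hr at 37 °C, 5% CO2. Luciferase activity was read by luminescence 30 min after ONE-Glo addition; signal suppression marked inhibition of damage-induced ELG1 function.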
KCNH2 3.1 inh: inhibitors of human KCNH2 3.1 potassium channel isoform; U2OS KCNH2 3.1, thallium flux FluxOr; active compounds read low; activity change, % (tested at about 1.8 µM); 340,000 compounds, 0.95% hits; AID 720553;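 active = maximum activity change below -70%; inconclusive = maximum activity change from -70% to -50%; inactive = maximum activity change above -50%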;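 note: thallium influx rate constant from kinetic fluorescence after stimulation buffer; % is set by controls: 0 for no effect and ±100 for the full control effect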
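We transduce U2OS cells with the mutant 3.1 virus, culture them overnight, load FluxOr with Red40 quencher for 45 min, then add stimulation buffer and read kinetically for 2 min to derive a normalized rate constant.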
TCR act: activators of T cell receptors | primary human leukocytes, anti-CD3, IL-2 HTRF, 48 h | Potency, µM (doses to about 9.22 µM), inactives show top-dose activation of IL-2 secretion, usual class: activators | 330,000 tested, under 10 active; note: % of control where 0% means no effect
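Readout: HTRF IL-2, Eu-cryptate/d2 antibody pair, 320nm excitation, 665nm emission. Stimulus: a-CD3 beads, no co-stimulation. Cells: primary human leukocytes. Exposure: 48 hr with compound.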
TSHR antagonist: human thyrotropin receptor antagonism. P16473. TSHR-expressing cells, TSH-stimulated cAMP HTRF, 2 h; active compounds read low. activity change, negative = inhibition, % at 11.5 µM. 330,000 compounds, 0.2% hits. AID 504810;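 active = activity change below a set negative limit, meaning inhibition stronger than a set level, cut at about -70% in these data; inconclusive = activity change between two set negative limits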; note: % is set by controls: 0 for no effect and ±100 for the full control effect
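Competitive HTRF cAMP read-out (cryptate anti-cAMP antibody, cAMP-d2; 30 min, room temperature) in freshly harvested TSHR cells. Compounds added before TSH at EC80 (4nM final), followed by 2 hours' incubation at 37 deg C.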
Eya2 inh: inhibitors of human Eya2 phosphatase activity; O00167; recombinant Eya2, OMFP fluorescence dephosphorylation (OMFP is methylfluorescein phosphate); Potency, µM (series often up to 76.9 µM), for the others: top-dose activity, negative = inhibition, actives largely listed as inhibitors; 330,000 compounds, 0.006% hits; AID 488837; note: potency is the fitted concentration of half-maximal effect; % is set by controls: 0 for no effect and ±100 for the full control effect
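Eya2 protein (added as 0.2 uM solution) was preincubated with compound for 10 min at ambient temperature in 50 mM HEPES pH 7.5, 50 mM NaCl, 5 uM MgCl2, 0.05% BSA, 1 mM DTT. OMFP (added at 50 uM) then reacted 10 min; fluorescence read at 485/525 nm.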
* = called active by the depositor; ? = inconclusive; / = not tested or not shown; [ ] = another dose, or the depositor's remark. Unless noted, calls come from the whole dose curve; as a rule, active = well fitted curve in the direction sought with a large enough effect; inconclusive = small, poorly fitted or top-dose-only effect, or another doubt; inactive = no such curve, though single readings can be large; an effect the other way counts as inactive or inconclusive. A portion of the library. The share of hits here may be higher or lower than overall.

Molecule	USP2a inh	AT treatment	hERG WT inh	Mito fusion act	TRPV1 ag	ELG1 repair inh	KCNH2 3.1 inh	TCR act	TSHR antagonist	Eya2 inh
Cc1ccc(N2CC(C(=O)Nc3ccc(S(=O)(=O)NCC4CCCO4)cc3)CC2=O)cc1C (stereo not drawn)	0.5%	2.4%	2.1	4.8%	0.9	3.3%	-10.6	7.5%	-8.4	-12.7%
CCCc1n[nH]c2c1C(=O)C(C(=O)OC)C(C)(C)C2 (stereo not drawn)	-7.9%	/	-3.3	7.5%	9.3	0.0%	-3.4	-9.5%	3.0	2.2%
COc1ccc(NC2c3ccccc3C(=O)N2c2cccnc2)cc1 (stereo not drawn)	1.8%	-3.8%	-7.3	2.6%	-7.0	10.6%	-2.6	-4.5%	-2.2	0.0%
CC(C)c1nc2cc3ccccc3cc2[nH]1	2.4%	17.5%	-9.3	8.5%	1.5	12.8%	-13.5	-6.7%	1.2	-1.8%
COc1ccc(Cn2c(CCC(=O)NCc3ccco3)nc3cccnc32)cc1	5.7%	-2.7%	4.8	-1.7%	20.1	14.2%	-7.3	4.4%	4.0	5.0%
COC(=O)c1sccc1NC(=O)c1c(C)cc(=O)oc1C	-1.8%	6.5%	0.8	1.0%	-0.2	1.1%	-11.7	-1.1%	3.7	-4.1%
Cc1c(C2Nc3ccccc3NC3=C2C(=O)CC(C)(C)C3)cnn1C (stereo not drawn)	16.4%	2.1%	-8.5	3.8%	1.1	12.5%	4.1	-2.3%[46.1 µM]	3.9	0.4%
O=C1CCCN2N=C(SCC(=O)Nc3ccccc3C(F)(F)F)SC2=N1	0.0%	-2.3%	1.2	-2.6%	-2.4	-5.4%	-13.8	-1.6%	6.4	14.6%
O=C(COC(=O)c1cc(Br)ccc1O)NNC(=O)c1ccc(Cl)cc1	1.0%	7.1%	20.2	-11.2%	0.4	6.2%	3.7	-3.6%	-0.7	17.6%
COc1ccc(C(=O)NCc2nnc(SCC(=O)N3CCc4ccccc43)n2C2CCCCC2)cc1	0.4%	1.2%	10.2	-17.6%	4.3	-1.1%	-9.8	1.7%[46.1 µM]	13.3	1.9%
c1cncc(CNCc2ccco2)c1	0.7%	14.1%	5.3	14.4%	-2.0	2.1%	-3.0	-2.0%	-3.7	9.4%
CC(=O)c1cccc(S(=O)(=O)N(CCCO)Cc2cc3ccc(C)cc3[nH]c2=O)c1	2.4%	0.6%	6.4	1.6%	1.7	-17.8%	11.8	0.6%	3.0	0.2%
COC(=O)CCC(=O)NC(=S)Nc1sc(C)c(C)c1C(N)=O	0.8%	-1.0%	0.8	-4.0%	-2.3	-0.2%	-15.4	-10.6%[46.1 µM]	-2.0	1.6%
CC1CCCC(C)N1C(=O)COC(=O)c1ccc[nH]c1=O (stereo not drawn)	-0.4%	7.3%	-10.1	-8.0%	-3.1	1.6%	-7.6	-2.3%	20.2	14.9%
O=C1CSC(c2ccc([N+](=O)[O-])cc2)N1C1CCCCC1 (stereo not drawn)	-0.2%	3.4%	2.5	-4.8%	1.6	-15.0%	-20.8	/	10.3	2.2%
Cc1ccc(N2CC(C(=O)OCc3ccccc3)CC2=O)cc1 (stereo not drawn)	-0.4%	11.0%	-3.8	5.6%	?	-8.4%	-35.5	-2.9%	0.0	2.5%[15.4 µM]
O=C(O)CNC(=O)/C=C/c1ccc(Cl)cc1Cl	1.5%	1.8%	7.1	-0.3%	0.3	17.2%	0.2	-5.9%	1.2	1.2%
COc1ccc(CN2CCNC(=O)C2CC(=O)N2CCCCO2)cc1OC (stereo not drawn)	-0.4%	10.1%	3.8	0.0%	3.9	0.1%	-13.5	-2.8%	5.4	9.6%
CC(NC(=O)COC(=O)Cc1ccc(-c2ccccc2)cc1)c1ccccc1 (stereo not drawn)	1.2%	5.9%	-3.4	1.5%	11.6	-0.8%	-17.1	6.6%[46.1 µM]	-1.9	3.4%
COc1ccc(N2CCN(C(=O)c3cccc(S(=O)(=O)N4CCc5ccccc54)c3)CC2)cc1	0.4%	8.8%	1.4	/	/	?	4.2	-1.4%	-1.3	3.1%
CCNC(=O)CC1C(=O)N(CC)C(=S)N1NC(=O)c1ccc(Cl)cc1 (stereo not drawn)	2.7%	-1.7%	-6.1	-0.2%	-3.7	-4.1%	-5.9	-6.0%	7.9	11.4%
Cc1ccc(SCCOCCN2CCc3ccccc3C2)cc1	0.7%	5.0%	/	0.4%	1.9	-2.2%	-48.4	2.9%[46.1 µM]	10.5	4.1%
COc1ccc(C(=O)/C=C/c2ccc(OC3CSC3)cc2)cc1	4.6%	-3.1%	-13.8	11.0%	-3.9	-5.3%	-19.0	1.7%	-23.4	5.0%
CC(=O)c1cccc(OCc2cc(C(=O)N(C)C(C)c3ccccn3)no2)c1 (stereo not drawn)	-3.3%	1.2%	1.7	0.0%	4.3	4.2%	/	2.5%	-6.4	5.0%
O=C(OCC(=O)c1c[nH]c2ccccc12)c1cc(S(=O)(=O)N2CCOCC2)ccc1F	0.4%	-8.5%	-12.3	0.5%	-3.9	20.6%	-5.6	0.2%	-46.2	18.8%
O=c1c2c(-c3ccc([N+](=O)[O-])cc3)csc2nc2n1CCC2	3.2%	/	4.5	12.2%	0.5	11.7%	38.6	4.9%[46.1 µM]	14.6	2.4%
COc1ccc2ccc3c(c2c1)N=C[C@]1(O3)N(C)c2ccccc2C1(C)C	1.7%	5.4%	1.5	-6.0%	13.2	-2.0%	8.1	-3.2%	-0.7	13.4%
COc1ccc(CCNC(=O)c2ccccc2NC(=O)c2ccco2)cc1OC	0.8%	7.7%	-3.8	3.5%	-1.8	18.4µM*	6.8	-4.0%	-6.4	-6.4%
CCOC(=O)c1c(NC(=O)CSc2nnc(-c3cccnc3)o2)sc2c1CCC2	5.5%	0.3%	-10.9	-0.7%	-3.9	-2.2%	0.1	6.6%[46.1 µM]	-0.9	3.5%
Cc1cc(C)n(CC(=O)N2CCCC(N3CCN(c4ccccc4C)CC3)C2)n1 (stereo not drawn)	0.9%	-4.3%	-10.2	-2.7%	1.5	-22.0%	2.7	12.4%	4.4	-13.3%
O=C1c2ccccc2C(=O)N1Nc1ccccc1	-0.4%	-6.6%	3.7	-10.7%	/	10.9%	-13.2	3.1%	18.1	-13.9%
CCc1ccccc1NC(=S)N1CCN(c2ccccc2F)CC1	-7.2%	?	-7.1	?	3.7	5.3%	-2.0	0.4%	36.2	-5.0%
CC(=O)Oc1ccc2c(=O)c(Oc3ccccc3)c(C)oc2c1OC(C)=O	0.5%	-2.3%	-0.4	1.0%	1.2	-6.0%	2.3	-8.2%[46.1 µM]	13.2	4.5%
CCCCN(C)Cc1c(C)[nH]c2ccc(OCC)cc2c1=O	0.3%	4.9%	29.6	-0.4%	-0.1	-0.6%	-4.5	-0.4%	5.0	-4.1%
CCC1(C)NC(=O)N(/N=C/c2ccc(C)s2)C1=O (stereo not drawn)	6.2%	-3.3%	1.4	-16.7%	1.2	?	4.7	0.2%	3.7	-4.2%
O=C(NCc1nnc(SCc2ccc(F)cc2)n1-c1ccccc1)C12CC3CC(CC(C3)C1)C2	-1.9%	-0.6%	1.8	?	9.9	?	-16.5	0.0%[46.1 µM]	0.2	-16.8%
COc1ccccc1Nc1nc(-c2ccccc2O)nc2ccccc12	3.5%	1.7%	-0.8	0.2%	-0.1	?	4.1	-0.3%	-5.6	6.7%
CCOC(=O)c1cc(C#N)c(=S)[nH]c1C	2.5%	0.1%	0.7	-0.7%	-3.5	-5.1%	0.5	-0.4%	-5.1	-19.1%
CC(C)N1CCN(Cc2ccc(OC3CCCC3)cc2)CC1CCO (stereo not drawn)	1.0%	-8.5%	-15.0	1.6%	-0.9	-1.0%	-11.0	9.8%	-0.7	-4.1%
CCc1ccccc1N=C1S/C(=C/c2ccccc2OCC(=O)N2CCOCC2)C(=O)N1C	3.4%	-3.6%	0.6	22.8%	?	?	-15.9	-5.9%[46.1 µM]	-14.3	-20.8%
